# ABCB6 inh 2: blocks the human ABCB6 transporter; fluorescence ratio to DMSO, % at 10 µM; AID 602162; K562-ABCB6 porphyrin accumulation, flow cytometry, 1 h; active compounds read low; Q9NP58; 0.19% of 360,000 active;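 active = fluorescence ratio to DMSO below 75%, the collection mean minus 3 SD; inconclusive = too few cells collected in the well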;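 note: signal is porphyrin accumulated inside mitochondria; 100% equals median channel fluorescence of DMSO control wells; lower ratio means ABCB6 inhibition with less porphyrin fluorescence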
# Target sequence (Q9NP58 whole entry, looked up): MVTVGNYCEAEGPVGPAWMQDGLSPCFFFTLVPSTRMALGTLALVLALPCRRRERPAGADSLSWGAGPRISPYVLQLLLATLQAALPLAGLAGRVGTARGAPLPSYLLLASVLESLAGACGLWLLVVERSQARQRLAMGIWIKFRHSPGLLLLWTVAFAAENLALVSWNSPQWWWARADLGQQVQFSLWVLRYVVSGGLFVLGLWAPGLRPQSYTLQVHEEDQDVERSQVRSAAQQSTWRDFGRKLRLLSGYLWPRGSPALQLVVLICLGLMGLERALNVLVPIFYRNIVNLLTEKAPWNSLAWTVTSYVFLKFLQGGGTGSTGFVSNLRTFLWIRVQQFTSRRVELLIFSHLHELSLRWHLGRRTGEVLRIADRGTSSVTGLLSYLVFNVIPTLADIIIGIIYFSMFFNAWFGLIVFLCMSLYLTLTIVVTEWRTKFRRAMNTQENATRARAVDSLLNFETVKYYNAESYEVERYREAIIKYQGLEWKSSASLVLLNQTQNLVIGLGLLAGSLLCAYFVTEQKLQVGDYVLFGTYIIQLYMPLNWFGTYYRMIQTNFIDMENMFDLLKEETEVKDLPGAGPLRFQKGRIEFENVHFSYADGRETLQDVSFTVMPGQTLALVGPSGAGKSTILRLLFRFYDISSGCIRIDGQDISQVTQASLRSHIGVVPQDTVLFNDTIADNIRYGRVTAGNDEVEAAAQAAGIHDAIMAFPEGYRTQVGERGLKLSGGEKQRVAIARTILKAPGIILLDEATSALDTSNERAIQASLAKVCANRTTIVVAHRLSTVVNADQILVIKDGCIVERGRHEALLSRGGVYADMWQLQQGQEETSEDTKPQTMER
# m5-HT2A agonist: activates the mouse 5-HT2A serotonin receptor; P35363; CHO-K1 mHTR2A beta-arrestin complementation, luminescence; percent of 30 µM serotonin response; activation, % at 7.6 µM; 0.66% of 360,000 active;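 active = activation above a run cutoff, the mean activation of all tested compounds plus 3 SD, cut at about 14% in these data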;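 note: 0% = plate median of compound wells and 100% = 30 µM serotonin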
# aDG glyco up: alpha-DG glycosylation activation; Pro5-aDG cells, alpha-DG glycosylation AlphaScreen (IIH6); 0% Pro5, 100% B10-LARGE cell signal; activation, % at 10 µM; 0.22% of 360,000 active; AID 624168;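 active = activation of at least 8% versus controls, or a plate z-score of at least 8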;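 note: Pro5 are CHO cells carrying HIG-tagged alpha-DG that lacks glycosylation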
# hiPSC survival: enhancers of human iPSC single-cell survival. hiPSC single-cell survival, ATPlite luminescence; 100% = ROCK inhibitor wells, 0% = DMSO. survival enhancement, % at 20 µM. 0.044% of 360,000 active; in the data active = survival enhancement above about 18%;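 note: cells exposed to compounds for 16 hours before the ATP read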
# Vif imaging: inhibitors of HIV Vif; HEK293T cells, Vif self-association by quenched fluorescence, imaging, 24 h; 0.35% of 340,000 active; inhibition, % at 7.49 µM; AID 602346; in the data active = inhibition above about 50%, passing the limit was not always enough; inconclusive = no clear call, values can overlap the other calls; inactive = below about 31%; note: some results filed as inactive read as strong as hits
# Cardio protect: myocardial damage modulation in H9c2 cells; protection from H2O2 cell death, % at 20 µM; AID 588492; H9c2 cardiomyocytes, H2O2 injury protection, ATPLite, 2 h; 0.63% of 360,000 active;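 active = compounds giving at least 50% protection of heart cells from peroxide-induced death in the single-dose screen, raw or plate-pattern-corrected value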;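 note: 0% = DMSO wells with peroxide and 100% = DMSO wells without peroxide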
# PDI turbidity: inhibitors of human protein disulfide isomerase. P07237. PDI insulin aggregation turbidity, A650, 90 min. inhibition, % at 10 µM. 0.052% of 350,000 active;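 active = mean inhibition across replicates of 30% or more, whatever share of single replicates reach that level; inconclusive = mean inhibition below 30% while every single replicate reaches 30%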;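 note: absorbance from insulin aggregation driven by PDI reduction with DTT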
# Glyco luc inh: blocks N-linked glycosylation in D54 reporter cells; D54 ERlucT glycosylation luciferase reporter, 24 h; percent of 100 nM tunicamycin response; reporter increase, % at 12.5 µM; 0.23% of 360,000 active;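 active = mean luciferase reporter signal, scaled so untreated is 0 and the glycosylation-blocking control 100, at or above a set limit in every replicate; inconclusive = mean reaches the limit but not every replicate does; inactive = mean below the limit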;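 note: luciferase carries N-glycosylation sites so blocking glycosylation raises the light; 0% = median of neutral control wells and 100% = median of 100 nM tunicamycin wells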
# CaV13 FRET inh: Disruptors of the CACNA1D IQ motif to Ca2+-dependent inactivation inhibitor domain association, primary screening, Förster resonance energy transfer in intact living …; HEK cells, CFP/YFP FRET ICDI-IQ, plate reader, 10 min; percent FRET-ratio fall versus neutral wells; inhibition, % at 12.3 µM; 0.098% of 340,000 active; AID 743397;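 active = mean replicate inhibition of at least 30% and at least 1% of replicates passing that level; inconclusive = only one of the two criteria is met; inactive = neither criterion is met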;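 note: 0% = median of the neutral control wells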
# Exocytosis inh: blocks lytic granule exocytosis; 0.66% of 360,000 active; TALL-104 LAMP-1 surface exposure, flow cytometry; cells stimulated with thapsigargin and PMA; inhibition, % at 10 µM; AID 651702;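 active = inhibition above about 55%, limit read from the data; inconclusive = no clear call, values can overlap the other calls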
# The depositor's hits bear a star; u = inconclusive; x = no result given.
Structure,ABCB6 inh 2,m5-HT2A agonist,aDG glyco up,hiPSC survival,Vif imaging,Cardio protect,PDI turbidity,Glyco luc inh,CaV13 FRET inh,Exocytosis inh
CC1(C)C2([N+](=O)[O-])CN3CC1([N+](=O)[O-])CN(C2)C31CCCC1,105,4,-0.3,3.3,1,7,0,0,-7,-3
CCCCc1ccc(S(=O)(=O)NC(=O)C2(C)CCN2C(=O)CCc2cccs2)cc1 (centres undefined),99,3,0.0,1.1,5,-3,8,1,-6,-6
CC(C)N(C(=S)Nc1cccc(S(=O)(=O)N(C)C)c1)c1ccccc1,99,3,0.1,0.4,6,-5,1,0,0,-4
Cn1nnnc1SCC(=O)NCCc1ccc(Cl)cc1,106,2,0.7,2.4,0,-8,3,1,-5,-1
COc1ccc(N2C(=O)CS/C2=C\[N+](=O)[O-])cc1,98,2,-0.1,6.9,1,-4,14,1,-2,0
CC(C)N(Cc1nc(-c2ccc(Cl)cc2)no1)C(=O)/C=C/c1ccccc1,99,-4,-0.4,-1.0,6,-9,-11,1,-8,11
COc1ccc(NC(=O)C/C(C)=N/NC(=O)c2cnccn2)cc1Cl,96,4,-0.3,-0.1,-1,8,-9,1,-2,0
CC(C)(C)[C@@H]1COC(=O)[C@H](Cc2ccc(F)cc2)CC/C=C\C[C@H](CC(=O)N(CCO)Cc2ccccc2)C(=O)N1,101,6,-0.1,-3.7,-12,11,0,2,-12,1
CC1Sc2ccccc2N(Cc2ccc(OC(F)(F)F)cc2)C1=O (centres undefined),97,7,-0.1,3.0,14,-9,-4,-1,-18,-3
CCOC(=O)N1CCN(C(=O)c2cc(COc3ccc4ncccc4c3)on2)CC1,93,10,7.8*,-1.6,-29,-23,-3,1,-2,2
Cc1ccc(S(=O)(=O)C2(C(=O)Nc3ccc(Br)cc3)CC2)cc1,100,1,-0.3,4.7,-4,-2,1,-1,-5,0
CCOC(=O)CSCc1nc(-c2ccc(Cl)cc2)oc1C,96,7,-0.3,1.8,9,-7,9,3,-5,8
O=C(COC(=O)c1ccc2[nH]c3c(c2c1)CCCC3)Nc1ccccc1Cl,87,2,-0.3,-0.5,2,-9,1,6,-5,-4
C/C(CC(O)c1ccc2ccccc2n1)=N/O (centres undefined),107,8,0.0,-1.6,-5,2,-1,3,-8,-4
CN(C)CCN(Cc1ccc(Cl)cc1)c1ccccn1,94,-8,-0.1,2.1,-6,14,8,0,-5,-1
Cc1ccc(NC(=O)c2cc(C)n(-c3ccccc3)c2C)cc1,92,-4,0.5,-2.8,0,-19,-1,-20,-5,u
COc1ccc(-c2cc(OC)c3c(C)oc(C)c3c(=O)c2)cc1OC,108,3,-0.1,0.9,-4,4,1,-1,-10,-1
Cc1ccc2nc(SCC(=O)Nc3cc([N+](=O)[O-])ccc3F)[nH]c2c1,96,-8,0.2,-0.2,-7,-8,-19,-2,-11,0
Cc1ccc(C)c(NC(=S)N(C)CCc2ccccn2)c1,105,9,-0.1,6.7,15,4,-1,6,-5,-2
O=C1CSC(c2ccncc2)N1Cc1ccc(F)cc1 (centres undefined),94,5,-0.2,1.4,5,-4,-3,0,14,-2
CCN=C1SC(CC(=O)NC2CCCCC2)C(=O)N1CC (centres undefined),104,-5,0.0,-3.6,-2,1,-2,-2,-3,-1
COc1ccccc1CCN1CCCC(CN(C)C(=O)c2ccoc2)C1 (centres undefined),96,-11,0.3,0.3,9,-4,-5,1,-4,1
COc1cccc(CNc2ccccn2)c1O,102,3,-0.1,-0.2,3,5,6,1,-5,-1
Cc1nnc(N/N=C/c2cc([N+](=O)[O-])c(N3CCC(C)CC3)cc2N2CCC(C)CC2)n1N,100,-6,1.7,4.4,5,-8,-3,12,-7,1
C/C(=N\NC(=O)c1ccc2c(c1)OCO2)c1ccco1,96,1,0.0,-0.9,-5,-26,-3,-11,5,1
CCCN(CCC)S(=O)(=O)c1ccc(NC(=O)COc2ccccc2)cc1,104,-9,-0.2,-0.2,-4,-16,-4,-2,-10,1
OCCN1CCSC1=S,102,-5,-0.1,3.5,5,-3,10,0,-7,-5
O=C1C=C(c2cccc(CO)c2)C[C@@H](c2ccc(Cl)cc2)C1,96,-2,0.2,1.3,-6,-6,-2,-2,-4,-1
O=C(c1cccc(Cl)c1)N1CCC(N2CCC(C(=O)N3CCCC3)CC2)CC1,96,0,-0.2,0.6,-5,0,-1,12,-4,-5
Cc1cc(=O)oc2cc(NC(=O)C3COc4ccccc4O3)ccc12 (centres undefined),100,3,0.3,-2.0,9,3,-1,5,x,2

# Further entries.
Structure,ABCB6 inh 2,m5-HT2A agonist,aDG glyco up,hiPSC survival,Vif imaging,Cardio protect,PDI turbidity,Glyco luc inh,CaV13 FRET inh,Exocytosis inh
Cc1ccccc1CC1(CO)CCCN(Cc2cn[nH]c2-c2ccccc2)C1 (centres undefined),101,2,0.2,0.1,2,3,7,2,-6,-1
CC(C)n1nc(CC(=O)O)c2ccccc2c1=O,97,1,0.2,-0.4,8,-5,-3,4,6,1
O=C(Cc1noc2ccccc12)Nc1ccc2ccccc2c1,96,-2,0.1,-1.8,-6,-7,-5,-6,-4,-1
Cc1cc(C)c2c(NC(=S)NC(=O)c3ccccc3)n[nH]c2n1,100,1,0.3,-0.4,25,-12,4,0,0,0
N#Cc1c(NC(=O)c2ccc(N3CCOCC3)c([N+](=O)[O-])c2)sc2c1CCCC2,96,4,-0.1,0.2,3,-6,6,0,-4,0
CCNC(=O)CSc1nc2cc([N+](=O)[O-])ccc2n1-c1cccc(C(F)(F)F)c1,101,0,0.5,3.7,-1,2,1,1,-8,-11
CCS(=O)(=O)c1nc(S(=O)(=O)c2ccc(C)cc2)c(N2CCOCC2)s1,100,5,-0.1,0.0,4,0,-14,-4,-16,3
Cc1nn(Cc2ccccc2)c(Cl)c1C(=O)NCc1ccco1,96,1,1.6,-0.4,-4,18,1,-5,2,-2
O=C1C2C3C=CC(C3)C2C(=O)N1/N=C/c1cn(Cc2ccccc2)c2ccccc12 (centres undefined),106,2,0.0,-2.5,1,-14,-1,-14,-5,-17
Cn1c2c(c(=O)n(C)c1=O)C(NC(=O)c1cccs1)(C(F)(F)F)C(=O)N2 (centres undefined),88,5,-0.1,1.3,0,-2,13,-1,-4,0
Cc1nc(-c2coc3cc(O)c(C)cc3c2=O)cs1,101,-2,0.1,-3.5,-1,-21,3,-17,x,-5
Cc1ccc(C2=NN(CC(=O)NCc3cccs3)C(=O)CC2)cc1,106,5,-0.2,-0.5,3,4,0,-2,-4,-2
CCOC(=O)c1ccccc1NC(=O)COc1coc(CN2CCc3ccccc32)cc1=O,101,5,0.9,-0.3,-7,-9,-5,0,-16,2
Cc1ccc(NC(=O)Nc2ccc3c(c2)CCC3)cc1,92,-2,0.4,0.2,-1,-10,-6,-1,-3,0
CC(=O)c1cccc(NC(=O)N2CCCCCC2)c1,99,-4,0.0,1.3,x,2,-3,-1,-9,-1
CCc1ccc(C(=O)Cc2cc3cccc(OC)c3oc2=O)cc1,97,-1,0.0,1.7,-8,10,-12,-3,-8,-9
O=C(CCCn1c(SCC(=O)c2ccccc2)nc2ccccc2c1=O)NCC1CCCO1 (centres undefined),99,-4,0.2,0.4,-4,35,16,-1,-5,-1
CSc1cccc(Nc2ccc(S(=O)(=O)N3CCOCC3)cc2[N+](=O)[O-])c1,99,8,-0.5,-0.1,-12,3,15,-2,-6,-2
O=C(NCc1cccnc1)c1ccc(COc2ccccc2Br)cc1,102,-7,2.5,-0.6,2,-25,-4,-3,-7,1
COc1nccnc1NS(=O)(=O)c1ccc(NC(=S)NC(=O)c2cccnc2)cc1,104,-3,-0.1,-0.3,14,-6,1,-3,-7,-2
COc1ccc(/C=C(\NC(=O)c2cccs2)C(=O)Nc2ccc(C)cc2)cc1OC,92,-6,-0.2,2.7,-11,13,2,2,-2,3
O=C(Nc1ccccc1N1CCN(C(=O)c2ccccc2)CC1)c1cc(Br)ccc1Cl,87,-1,0.4,-1.1,-1,26,0,0,-6,0
COc1cccc(N/C(SCc2cccc([N+](=O)[O-])c2)=C(/C#N)C(N)=O)c1,96,-1,1.8,-0.7,-1,6,-2,6,-2,-2
CCCOc1ccc(/C=N/NC(=O)CN2CCCCC2)cc1OCC,100,-2,0.0,-0.8,6,6,-18,0,-4,8
COc1cccc(/C=N/NC(=O)N/N=C/c2cccc(OC)c2O)c1O,109,-6,0.0,-0.5,-2,38,-1,-4,-20,19
CCOC(=O)C1=C(C)N(C[C@@H]2CC[C@@H](Cc3ccc(-c4ccccc4)cc3)O2)C(=O)NC1c1ccc(Cl)cc1 (some centres undefined),99,8,0.1,-1.9,-2,-14,-4,-5,-6,7
CCC(C(=O)NC1CCCC1)n1nc(C)n2c(cc3occc32)c1=O (centres undefined),106,7,0.1,-0.3,8,2,3,2,-15,-1
CC(=O)c1ccc(OCc2cc(C(=O)N3CCC(Oc4ccccc4C)CC3)no2)cc1,93,-4,0.0,1.1,4,-8,-5,-2,-6,0
O=C(CC(C(=O)O)C1CCCO1)Nc1cccc(C(F)(F)F)c1 (centres undefined),93,-1,-0.2,-0.3,-4,5,4,5,-5,4
O=C(Nc1ccc(Oc2cccnc2)cc1)C1CCCCN1Cc1ccc(CO)o1 (centres undefined),95,0,0.1,1.0,2,2,-4,0,-5,3

# (more compounds)
Structure,ABCB6 inh 2,m5-HT2A agonist,aDG glyco up,hiPSC survival,Vif imaging,Cardio protect,PDI turbidity,Glyco luc inh,CaV13 FRET inh,Exocytosis inh
COc1ccc(-n2nc3c(c2NC(=O)c2ccc(S(=O)(=O)N4CCOCC4)cc2)CS(=O)C3)cc1 (centres undefined),98,2,0.6,-2.2,-5,5,14,1,-4,6
COc1cccc(Nc2nc3ccccc3nc2-n2nc(C)cc2C)c1,102,8,0.4,2.0,x,-21,1,-1,-5,-1
CN(Cc1ccco1)S(=O)(=O)c1ccc2c(c1)CCN2C(=O)CCC(=O)O,97,-4,0.0,0.3,-4,9,-11,0,-4,-1
Cc1cccc(Oc2ccccc2NS(=O)(=O)c2ccc(CCC(=O)O)cc2)c1,97,-1,-0.3,-0.4,33,-9,-1,-1,-5,-9
Nc1cc(S(=O)(=O)Nc2cc(Cl)ccc2Cl)ccc1N1CCCC1,94,-3,0.6,-0.2,3,-8,-2,0,-3,-2
O=C(NCCc1ccccc1)c1ccc(NC(=O)C2CCC2)cc1,95,-4,0.0,-0.9,0,2,-3,1,-6,-4
NC(=O)N/N=C/c1c(O)ccc2oc3c(c12)CCCC3,92,-4,0.2,-0.3,-4,13,12,2,-2,-5
Cc1noc(COc2ccccc2OCc2onc(C)c2Cl)c1Cl,106,-6,2.7,1.0,x,-17,0,x,-6,-1
O=C1OC[C@@H]2CCCN2C(=O)[C@@H](CC(=O)N(CCO)Cc2ccccc2)C/C=C\C[C@H]1Cc1ccc(F)cc1,92,4,0.3,6.6,-3,26,-40,2,-10,3
